Source: PubChem
ADAM17 inh – inhibits human ADAM17 | recombinant ADAM17, EDANS/DABCYL FRET peptide cleavage | hit rate 0.83% among 370,000 | P78536 | inhibition, % at 6.95 µM;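 active = inhibition above the mean of compounds lying between control limits plus 3 SD, set per campaign, cut at about 8.5% in these data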;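 note: 0% = DMSO-only wells as the low control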
Target sequence (P78536 215-824 limits assumed): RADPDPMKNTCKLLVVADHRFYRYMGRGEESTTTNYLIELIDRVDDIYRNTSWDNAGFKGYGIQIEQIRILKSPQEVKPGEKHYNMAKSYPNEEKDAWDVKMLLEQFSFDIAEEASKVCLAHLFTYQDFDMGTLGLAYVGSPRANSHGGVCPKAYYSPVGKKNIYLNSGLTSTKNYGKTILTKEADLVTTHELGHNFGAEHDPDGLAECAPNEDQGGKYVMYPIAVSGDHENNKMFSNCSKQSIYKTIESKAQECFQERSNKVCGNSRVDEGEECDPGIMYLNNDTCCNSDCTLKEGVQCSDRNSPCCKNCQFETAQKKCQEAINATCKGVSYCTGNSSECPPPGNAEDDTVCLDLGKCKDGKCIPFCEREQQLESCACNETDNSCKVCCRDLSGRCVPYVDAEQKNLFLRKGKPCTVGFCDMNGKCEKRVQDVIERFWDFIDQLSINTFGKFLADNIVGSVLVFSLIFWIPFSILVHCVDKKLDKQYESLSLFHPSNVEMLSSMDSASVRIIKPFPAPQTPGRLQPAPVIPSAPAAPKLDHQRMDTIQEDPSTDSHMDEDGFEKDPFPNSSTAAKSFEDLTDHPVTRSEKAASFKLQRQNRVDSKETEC
hgDAF-12 ag – agonists of H. glycines DAF-12 nuclear receptor. hit rate 1.8% among 370,000. activation, % at 6.8 µM. AID 687014. HEK293 GAL4-hgDAF12 UAS-luciferase reporter, agonist luminescence; normalized to butyrate control;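 active = activation above a cutoff set at the mean of all screened compounds plus 3 SD, cut at about 10% in these data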;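 note: 0% = DMSO wells and 100% = sodium butyrate wells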
ssDAF-12 act – S. stercoralis DAF-12 activation, primary screen | activation, % at 6.8 µM | hit rate 1% among 370,000 | AID 652126 | HEK293 ssDAF-12/GRIP1 lit1-tk-luc reporter, luminescence; % of 3 µM dafachronic acid response;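 active = activation above the mean over all tested compounds plus 3 SD, cut at about 0.9% in these data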;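 note: 0% = DMSO-only wells and 100% = 3 µM delta7-dafachronic acid wells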
DAX1 inh-1 – blocks DAX1 repression of SF-1 activated StAR promoter. HEK293T StAR-luciferase reporter, SF-1/DAX-1 repression relief. inhibition, % at 6.8 µM. hit rate 1.1% among 370,000. AID 652010;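 active = inhibition above the mean over all tested compounds plus 3 SD, cut at about 3.6% in these data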;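 note: 0% = DAX-1 cells with DMSO and 100% = cells lacking DAX-1 with DMSO; higher inhibition means more luminescence from relief of DAX-1 repression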
NR1D1 modulator – Rev-erb alpha (human) modulation. P20393. Rev-erbα–FITC-DNA binding, fluorescence polarization, 90 min. AID 1259318. activity, % at 10 µM. hit rate 0.79% among 370,000;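 active = activity above about 14%, limit read from the data; passing the limit was not always enough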;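 note: 0% = DMSO wells with 35 nM protein and 100% = DMSO wells with 750 nM protein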
PLCg1 inh – inhibitors of human phospholipase C gamma1; P19174; purified PLC-gamma1, fluorogenic substrate, fluorescence; inhibition, % at 12.2 µM; hit rate 0.84% among 370,000; in the data active = inhibition above about 9.5%
DAX1 inh-2 – inhibits human nuclear receptor DAX1; P51843; HEK293 Gal4-DAX1 luciferase reporter, luminescence; inhibition, % at 6.75 µM; hit rate 0.99% among 340,000; AID 504766;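 active = inhibition above the mean over all tested compounds plus 3 SD, cut at about 4.2% in these data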;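 note: 0% = DAX1-transfected cells with DMSO and 100% = empty-vector control cells with DMSO; inhibition shows as a rise in luminescence from relieved DAX1 repression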
Target sequence (P51843 207-470 limits assumed): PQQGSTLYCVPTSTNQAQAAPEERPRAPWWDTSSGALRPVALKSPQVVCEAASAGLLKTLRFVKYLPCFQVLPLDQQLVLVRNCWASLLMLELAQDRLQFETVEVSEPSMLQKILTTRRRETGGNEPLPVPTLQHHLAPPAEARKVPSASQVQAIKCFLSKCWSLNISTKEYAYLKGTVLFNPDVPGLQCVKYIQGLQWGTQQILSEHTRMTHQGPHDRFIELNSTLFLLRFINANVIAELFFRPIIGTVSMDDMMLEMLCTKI
PLC-beta3 inh – inhibitors of human phospholipase C beta3 | Q01970 | Purified PLC-beta3, fluorogenic substrate, fluorescence | inhibition, % at 12.2 µM | hit rate 0.18% among 370,000 | AID 720704; in the data active = inhibition above about 11%;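 note: 0% = median of compound wells on plate and 100% = full blocker control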
MBD2 DNA inh – blocks human MBD2 binding to methylated DNA | TR-FRET, MBD2 binding to methylated oligonucleotide | inhibition, % at 4.4 µM | hit rate 0.31% among 370,000 | AID 686964; in the data active = inhibition above about 13%
SMARCA2 act – SMARCA2 function activation, primary screen. hit rate 1% among 370,000. activation, % at 9.1 µM. AID 652017. MG213 cells, MMTV-luciferase reporter, dexamethasone, overnight; in the data active = activation above about 7.8%;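 note: 0% = vehicle wells and 100% = reference activator wells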
hcDAF-12 act – activates DAF-12 receptor from parasite H. contortus; HEK293 hcDAF-12 lit1-tk-luc reporter, luminescence; 0% DMSO, 100% Δ7-dafachronic acid; activation, % at 6.8 µM; hit rate 1.4% among 370,000;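 active = activation above the mean of all tested compounds plus 3 SD, cut at about 5.5% in these data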;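 note: 100% = response to 3 µM Δ7-dafachronic acid high control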
An asterisk follows results filed as active; nt = not tested or not shown; & = joins results of further samples.

SMILES | ADAM17 inh | hgDAF-12 ag | ssDAF-12 act | DAX1 inh-1 | NR1D1 modulator | PLCg1 inh | DAX1 inh-2 | PLC-beta3 inh | MBD2 DNA inh | SMARCA2 act | hcDAF-12 act
CC(C)c1[nH]nc2c1C(c1ccc(F)cc1)NC2=O (stereo unspecified) | -3 | -1.9 | -1.3 | 0.9 | 0 | 4 | nt | 5 | -3 | 2 | -1.0
CCOC(=O)N1CCc2c(sc(N)c2C#N)C1 | -6 | -1.3 | -1.1 | -0.2 | -4 | -5 | nt | -13 | -3 | -3 | 0.8
CCCCn1c(CCNC(=O)c2cccs2)nc2ccccc21 | 0 | -1.2 | -1.8 | -1.4 | 5 | -1 | -0.7 | 3 | -5 | -1 | -2.1
Cc1cc(NC(=O)CSc2sc3c(O)cc(=O)[nH]c3c2C#N)ccc1Br | -4 | 2.1 | -0.9 | -0.5 | 3 | -13 | 0.8 | -18 | 4 | -2 | 1.5
O=C(Nc1cccc2ccccc12)NC(Cc1ccccc1)C(=O)O (stereo unspecified) | -7 | 1.3 | -0.6 | 0.2 | 4 | -5 | 0.4 | -13 | -5 | 0 | 0.2
COc1cccc(C2=NOC(C(=O)Nc3cccnc3Cl)C2)c1 (stereo unspecified) | 0 | -1.2 | -1.5 | -0.2 | 8 | 2 | -0.3 | -24 | -1 | -2 | -1.4
Cc1ccc(-n2c(C)cc(/C=N/NC(=O)CN(c3ccc(C)cc3C)S(C)(=O)=O)c2C)cc1 | 5 | -2.5 | -1.6 | -0.4 | 4 | -3 | 0.0 | -9 | -3 | 0 | -2.1
CSc1ccc(C2=C/C(=C3/SC(=S)NC3=O)c3ccccc3O2)cc1 | -11 | -0.9 | -0.9 | 0.1 | -10 | -17 | 0.5 | -25 | 1 | -2 | 0.1
CN(C)c1nc2sc3c(c2c(=O)n1C)CC(C)(C)OC3 | -8 | 1.1 | -0.5 | -0.2 | 8 | -1 | -0.7 | 1 | 1 | 1 | -0.5
COc1ccccc1NC(C)=[N+](C)CCNS(=O)(=O)c1ccc(Cl)cc1 | -1 | 0.6 | -0.5 | 1.5 | 1 | 0 | 0.3 | -5 | -1 | -2 | -0.3
CC(C)C(c1nnnn1Cc1ccco1)N1CCN(c2cccc(Cl)c2)CC1 (stereo unspecified) | 14* | 0.1 | -1.5 | -1.1 | 1 | 12* | 0.0 | 2 | -1 | -6 | -3.7
CC1=CC(C)(C)N2C(=O)C(=Nc3ccc(O)cc3)c3cccc1c32 | -18 | -2.4 | -1.7 | -0.9 | 8 | -13 | -1.1 | -84 | -23 | 7 | 1.0
CNS(=O)(=O)c1ccc2c(c1)oc(=O)c1cc(S(=O)(=O)NC)ccc12 | -2 | 0.9 | -0.7 | -0.2 | 5 | -2 | -0.8 | -13 | -8 | 0 | -0.3
CO/N=C(\N)c1ccc([N+](=O)[O-])cc1 | 3 | 1.0 | -1.4 | 0.1 | 2 | 5 | -0.3 | 6 | -1 | 0 | -1.3
COc1ccccc1NC(=O)c1c(O)c2ccccc2[nH]c1=O | -1 | 2.6 | 0.0 | 0.0 | 8 | -4 | 0.9 | -13 | 1 | -1 | 5.0
CC1=CC(=O)C2=C(C)CC[C@@H]3[C@H](OC(=O)[C@H]3C)[C@@H]12 | -1 | -3.2 | -1.2 | 0.2 | -3 | -2 | 1.3 | 2 | -1 | 1 | -0.7
COCCNC(=S)N(CCc1c(C)[nH]c2ccc(C)cc12)Cc1cccnc1 | 1 | 0.3 | -1.0 | -0.2 | -4 | -1 | -0.1 | -5 | -1 | -1 | -0.9
COCCCNC(=O)CN(c1cc(Cl)ccc1OC)S(=O)(=O)c1ccc(C)c([N+](=O)[O-])c1 | 1 | -4.3 | -1.8 | 0.9 | -1 | -2 | 1.3 | 0 | -1 | 2 | -1.2
COc1cccc(NC(=O)c2nc3nc(C)cc(C(F)F)n3n2)c1 | -2 | -0.2 | -0.7 | 0.8 | 7 | 5 | 0.5 | 2 | -2 | 2 | -3.4
CCNS(=O)(=O)c1ccc(CCC(=O)N2CCN(Cc3ccccc3)CC2)cc1 | -3 | -0.7 | -1.9 | -0.2 | -3 | 1 | 1.3 | -4 | 3 | -2 | -0.5
CC[N+](CC)(CC(=O)Nc1c(C)cccc1C)Cc1ccccc1 | 0 | 0.7 | -1.4 | 0.0 | -4&3 | 1 | 0.7 | 3 | 1 | -1 | -1.8
COc1ccccc1OCCNC(=O)CCNC(=O)c1ccccc1OC | -2 | -2.4 | -1.2 | 1.8 | -5 | 0 | -0.3 | 3 | 1 | -1 | -1.2
CSc1ccc(/C=N/Nc2nc(C)cc(=O)[nH]2)cc1 | -12 | 8.0 | -1.4 | 0.2 | -7 | -5 | -0.3 | -12 | 1 | 0 | 0.6
O=C(COC(=O)Cc1ccc(Cl)cc1)Nc1cc(S(=O)(=O)N2CCOCC2)ccc1N1CCCC1 | -4 | -0.6 | -0.9 | -0.5 | 0 | -3 | 0.7 | -2 | -1 | 3 | 0.7
CC1=CC(=NOS(=O)(=O)c2ccc(C)cc2)CC(C)(C)C1 | 2 | -1.6 | -1.3 | -0.1 | 0 | 2 | nt | 2 | -3 | -1 | 0.9

New compounds follow
SMILES | ADAM17 inh | hgDAF-12 ag | ssDAF-12 act | DAX1 inh-1 | NR1D1 modulator | PLCg1 inh | DAX1 inh-2 | PLC-beta3 inh | MBD2 DNA inh | SMARCA2 act | hcDAF-12 act
CCCOC(=O)Cn1cnc2scc(-c3ccc(OC)cc3)c2c1=O | -6 | -1.9 | -1.8 | -0.1 | -1 | -5 | 2.5 | -11 | 4 | -2 | -1.9
O=C(O)c1ccc(S(=O)(=O)c2ccc3c(c2)C(=O)N(NC(=O)c2ccncc2)C3=O)cc1 | -3 | 1.4 | -0.8 | 0.7 | -1 | 0 | -2.2 | -7 | 1 | -5 | 1.4
CC(C)(C)c1ccccc1NC(=S)NCc1ccccc1 | 4 | 0.8 | -1.0 | -0.8 | 2 | -1 | -1.0 | 1 | -10 | -1 | -2.4
Cc1c(NC(=O)c2c(N)sc3c2CCCC3)c(=O)n(-c2ccccc2)n1C | -1 | 1.9 | -1.1 | -0.4 | -4 | -6 | 2.6 | -7 | 7 | 2 | -0.9
CC(=O)c1ccc(NC(=S)Nc2ccc(Br)c(Cl)c2)cc1 | -1 | 3.3 | -1.3 | -0.5 | -2 | -4 | -0.8 | 3 | -4 | 2 | -1.7
CCn1cc(C(=O)OCC(=O)N(C)C2CCS(=O)(=O)C2)c(=O)c2ccc(C)nc21 (stereo unspecified) | -1 | 1.9 | -1.1 | 1.2 | -3 | 4 | 2.3 | 4 | 0 | -3 | -1.5
Cc1ccc(C)c(S(=O)(=O)NCCCN2CCOCC2)c1 | 1 | 0.7 | -0.3 | 1.0 | 6 | 4 | 0.2 | 1 | 4 | -2 | -0.3
O=C(N=C1SC2CS(=O)(=O)CC2N1c1ccc(Cl)cc1Cl)C1CC1 (stereo unspecified) | 0 | 0.1 | -1.4 | -1.6 | 1 | -2 | 0.4 | 1 | 3 | 3 | -0.9
COc1ccc(-c2nn(-c3ccccc3)cc2C2CC(c3cccs3)=NN2C(=O)CCC(=O)O)cc1 (stereo unspecified) | -10 | -0.8 | -0.2 | 0.1 | 0 | 2 | -1.5 | -3 | 9 | -5 | 1.2
O=C(NCC(c1ccc(F)cc1)N1CCOCC1)c1ccc(Br)o1 (stereo unspecified) | 11* | 1.6 | -1.3 | 0.0 | -2 | 3 | 0.8 | 6 | -3 | -2 | -1.1
Cc1ccc(NC(=O)C2=NNC(=O)CC2)cc1F | -6 | 3.5 | -0.7 | 0.8 | 2 | 1 | 2.0 | -12 | 4 | 5 | -0.2
Cc1cnc(N)nc1-c1ccccc1 | -10 | 0.9 | -1.1 | -0.7 | -6 | -9 | 2.7 | -14 | 3 | 0 | -0.8
CCOC(=O)C1=C(C)NC(=O)NC1/C=C/c1ccccc1OC (stereo unspecified) | -2 | -1.2 | -1.6 | -0.4 | 2 | 1 | 0.5 | -5 | 0 | -2 | -1.3
Fc1cccc(F)c1-c1nc2c(s1)CCc1onc(-c3ccc(Br)cc3)c1-2 | -3 | 1.6 | -1.3 | -0.3 | 2 | -1 | -0.1 | 4 | 3 | 0 | -0.8
C[C@@H]1CCCN1[C@H]1CS(=O)(=O)N[C@@H]1COCc1ccccc1 | 2 | 0.3 | 0.5 | 0.9 | 6 | 3 | nt | 1 | -2 | -3 | 1.8
O=C(Cc1ccc(Cl)cc1)Nc1cccc(S(=O)(=O)N2CCCCC2)c1 | 2 | -1.6 | -1.3 | -2.3 | 5 | 1 | -0.1 | -9 | 5 | -3 | -1.5
O=C(NCc1ccc(F)cc1)C1CCCN(C(=O)Nc2ccc(F)cc2)C1 (stereo unspecified) | -5 | -2.2 | -1.3 | -0.7 | 2 | 2 | -0.8 | -7 | -5 | -3 | 0.1
O=C(CSc1ncccn1)N1CCCCCC1 | -2 | 1.5 | -0.8 | -0.1 | 5 | 2 | 0.9 | -2 | -5 | -1 | -1.2
O=C1c2ccccc2S(=O)(=O)N1CC1CC(c2ccc(Cl)cc2)=NO1 (stereo unspecified) | -1 | 15* | 0.4 | 4.8* | 0 | 4 | 1.5 | 1 | -6 | 2 | 6.7*
CCCCCn1c(SC(C)C(C)=O)nc2c1c(=O)[nH]c(=O)n2C (stereo unspecified) | -1 | -1.3 | -1.6 | 1.0 | -11 | 7 | 0.2 | 6 | -1 | 0 | -2.3
Cc1cccc(N2CC(C(=O)Nc3ccc(S(=O)(=O)N4CCOCC4)cc3)CC2=O)c1C (stereo unspecified) | -1 | 1.2 | -0.9 | -0.2 | 2 | -2 | -0.8 | -14 | -2 | -3 | 0.3
COc1ccc2ccccc2c1/C=N/NC(=O)CC1(C)OCCCO1 | -3 | 0.5 | -0.5 | 0.8 | 9 | -2 | -0.8 | 0 | -3 | -1 | -1.7
CC(C)(CNCc1ccccc1)NS(=O)(=O)c1ccc(Cl)cc1 | 2 | 0.4 | -1.2 | 0.7 | -8 | -2 | -0.5 | -6 | -4 | -3 | 0.1
C/C=C(\C)C(=O)Nc1cccc(C2=NOC3(C2)C[C@H](C(N)=O)N(C(=O)C(c2ccccc2)c2ccccc2)C3)c1 (stereo partly specified) | 0 | -1.4 | -1.4 | -0.8 | -3 | 3 | 0.1 | 2 | -5 | 0 | -2.3
CCOC(=O)c1sc2ncnc(NCc3ccco3)c2c1C | -19 | -0.6 | -0.7 | -1.4 | 0 | -21 | 1.1 | -22 | 3 | 0 | -0.7
N#Cc1ccc(CN2CCN(C(=O)CC(NC(=O)c3ccccc3)c3ccccc3)CC2)cc1 (stereo unspecified) | 3 | 0.8 | -1.6 | -0.5 | 9 | 1 | -0.3 | -4 | 1 | -4 | 2.1
Cc1ccc(CNC(=O)[C@@H](NC(=O)C2CCN(C(=O)[C@@H](N)CC(C)C)CC2)C(C)C)cc1 | -4 | -1.0 | -0.9 | 0.5 | -3 | 4 | 1.5 | 3 | -5 | 1 | 0.2

2 compounds from above, reduced to PLCg1 inh:
canonical_smiles	PLCg1 inh
Cc1c(NC(=O)c2c(N)sc3c2CCCC3)c(=O)n(-c2ccccc2)n1C	-6
CC(=O)c1ccc(NC(=S)Nc2ccc(Br)c(Cl)c2)cc1	-4

Hits appear at their usual frequency, and some 7.4% of all compounds hit somewhere here.
